Screening results from PubChem BioAssay.
TROY signal inh: inhibitors of TROY-dependent NF-kB signaling. Q293 LMP1-TROYcd NF-kB luciferase reporter, 4 h. inhibition, % at 10 µM. hit rate 0.98% among 360,000;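 active = compounds whose plate-normalised and pattern-corrected inhibition of the luciferase reporter signal at the single screening dose is 50% or more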
TWEAK-Fn14 inh: inhibitors of TWEAK-Fn14 interaction signaling. TWEAK-stimulated Fn14 reporter cells, luciferase luminescence, 8 h. inhibition, % at 10 µM. hit rate 2% among 360,000; in the data active = inhibition above about 50%
LRH-1 inv ag: suppresses constitutive activity of human LRH-1; inhibition, % at 3.6 µM; HEK293T StAR-luciferase reporter, LRH-1 transfected, 24 h; hit rate 0.13% among 360,000;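 active = inhibition above the mean inhibition of all tested compounds plus 3 SD, cut at about 73% in these data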;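 also: 0% = DMSO wells and 100% = reporter-only cells lacking LRH-1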
NR2F2 inh: NR2F2 (human) inhibition, primary screen | HEK293T NGFI-A luciferase reporter, luminescence | inhibition, % at 8.6 µM | hit rate 0.7% among 370,000 | AID 686940;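 active = inhibition above a per-plate cutoff, mean inhibition of test wells between control levels plus 3 SD, cut at about 38% in these data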;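 also: cells cotransfected with COUP-TFII expression vector driving the NGFI-A reporter; 0% = median of COUP-TF2 test wells and 100% = reporter-only cells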
SRC3 inh: inhibits human SRC3 coactivator; inhibition, % at 3.6 µM; Q9Y6Q9; hit rate 0.17% among 360,000; AID 588352; HEK293 GAL4-SRC3 luciferase reporter, luminescence;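 active = inhibition above a per-campaign cutoff, the mean of all compounds plus 3 SD, cut at about 60% in these data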;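 also: 0% = DMSO-treated cells and 100% = gossypol-treated cells at 36 µM; higher means less SRC3-driven luciferase light from the GAL4 reporter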
Target sequence (Q9Y6Q9 whole entry, looked up, the tested form may be a part): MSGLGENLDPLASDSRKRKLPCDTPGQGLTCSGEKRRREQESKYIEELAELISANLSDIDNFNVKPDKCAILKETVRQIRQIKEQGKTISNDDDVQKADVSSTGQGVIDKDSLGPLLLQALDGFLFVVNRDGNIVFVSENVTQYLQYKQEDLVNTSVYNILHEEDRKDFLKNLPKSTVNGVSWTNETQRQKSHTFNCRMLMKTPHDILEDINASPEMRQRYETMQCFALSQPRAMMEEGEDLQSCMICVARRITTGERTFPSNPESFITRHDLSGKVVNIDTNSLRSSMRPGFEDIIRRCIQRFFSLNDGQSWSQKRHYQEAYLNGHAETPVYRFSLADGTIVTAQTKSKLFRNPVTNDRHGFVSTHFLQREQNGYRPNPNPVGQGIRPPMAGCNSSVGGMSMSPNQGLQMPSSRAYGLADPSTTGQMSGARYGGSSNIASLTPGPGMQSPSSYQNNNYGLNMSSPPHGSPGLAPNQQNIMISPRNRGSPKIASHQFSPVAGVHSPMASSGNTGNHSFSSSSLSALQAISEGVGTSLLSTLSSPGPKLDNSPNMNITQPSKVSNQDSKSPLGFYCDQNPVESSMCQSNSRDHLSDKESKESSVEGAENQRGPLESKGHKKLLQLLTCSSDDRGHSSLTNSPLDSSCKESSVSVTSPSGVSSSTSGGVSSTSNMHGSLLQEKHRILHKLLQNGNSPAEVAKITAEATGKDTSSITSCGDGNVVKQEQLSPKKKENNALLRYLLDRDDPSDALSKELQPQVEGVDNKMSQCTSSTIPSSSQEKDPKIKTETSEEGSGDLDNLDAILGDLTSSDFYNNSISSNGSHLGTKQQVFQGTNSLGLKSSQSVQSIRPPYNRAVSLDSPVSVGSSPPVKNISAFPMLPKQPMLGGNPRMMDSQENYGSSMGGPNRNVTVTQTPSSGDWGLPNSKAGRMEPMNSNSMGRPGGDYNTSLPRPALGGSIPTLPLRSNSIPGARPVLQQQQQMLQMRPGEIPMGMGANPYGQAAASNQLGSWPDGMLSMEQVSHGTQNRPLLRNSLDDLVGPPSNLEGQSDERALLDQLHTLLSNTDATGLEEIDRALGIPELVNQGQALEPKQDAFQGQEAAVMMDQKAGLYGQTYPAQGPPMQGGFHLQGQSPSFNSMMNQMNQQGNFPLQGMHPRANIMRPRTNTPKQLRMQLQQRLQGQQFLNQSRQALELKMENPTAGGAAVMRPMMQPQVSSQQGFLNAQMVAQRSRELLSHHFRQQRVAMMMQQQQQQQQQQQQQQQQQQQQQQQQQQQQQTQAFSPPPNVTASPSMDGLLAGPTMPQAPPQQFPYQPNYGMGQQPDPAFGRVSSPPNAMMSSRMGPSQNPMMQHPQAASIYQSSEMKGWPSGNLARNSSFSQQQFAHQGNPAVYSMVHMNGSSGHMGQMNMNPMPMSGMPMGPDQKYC
SRC2 inh: inhibits human steroid receptor coactivator 2. HEK293 GAL4-SRC2 luciferase reporter, luminescence. inhibition, % at 9 µM. hit rate 0.17% among 370,000;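 active = inhibition above the mean inhibition of all tested compounds plus 3 SD, set per campaign, cut at about 52% in these data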;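 also: 0% = DMSO treated cells and 100% = cells given Gossypol at 36 µM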
NOD2 RIPK2 PPI: inhibitors of human NOD2-RIPK2 interaction; inhibition, % at 4.98 µM; AID 624267; hit rate 0.38% among 360,000; CHO BLA complementation NOD2-RIPK2, CCF4 ratio; in the data active = inhibition above about 21%;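 also: 0% = vehicle only and 100% = reference blocker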
TLR9-MyD88 inh: blocks human TLR9 binding to MyD88 | hit rate 0.21% among 340,000 | inhibition, % at 4.98 µM | Q9NR96+Q99836 | CHO BLA complementation TLR9-MyD88, CCF4 FRET ratio;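 active = inhibition above the mean over all tested compounds plus 3 SD, cut at about 21% in these data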;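 also: 0% = DMSO only wells and 100% = clavulanate BLA inhibitor control wells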
ABHD5-PLIN5 inh: inhibitors of human ABHD5-perilipin-5 interaction. Q00G26+Q8WTS1. Split G. princeps luciferase complementation, luminescence, 4 h. inhibition, % at 4 µM. hit rate 0.78% among 360,000;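 active = inhibition above the mean inhibition across every tested compound plus 3 SD, cut at about 22% in these data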;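 also: 0% = DMSO only wells and the 100% control is not disclosed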
NCOA1 inh: inhibits human SRC1 coactivator. Q15788. HEK293 GAL4-SRC1 luciferase reporter, luminescence. inhibition, % at 3.6 µM. hit rate 0.12% among 360,000. AID 588354;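 active = inhibition above the campaign mean plus 3 SD, with each screening campaign given its own cutoff, cut at about 60% in these data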;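 also: 0% = DMSO treated cells and 100% = gossypol at 36 µM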
Exocytosis inh: lytic granule exocytosis inhibition; TALL-104 LAMP-1 surface exposure, flow cytometry; cells stimulated with thapsigargin and PMA; inhibition, % at 10 µM; hit rate 0.66% among 360,000;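 active = inhibition above about 55%, limit read from the data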
Active calls of the source: *; . = no result given.

Molecule	TROY signal inh	TWEAK-Fn14 inh	LRH-1 inv ag	NR2F2 inh	SRC3 inh	SRC2 inh	NOD2 RIPK2 PPI	TLR9-MyD88 inh	ABHD5-PLIN5 inh	NCOA1 inh	Exocytosis inh
O=[N+]([O-])c1ccc(Cl)c(/C=N/n2c(COc3ccccc3)n[nH]c2=S)c1	16	15	-3	-3	11	18	-2	4	-1	-3	-1
O=C(CCN1CCN(c2ccccn2)CC1)Nc1ccc(F)cc1	-1	-39	-17	-9	0	-30	3	-4	-6	0	-2
CC(C)(O)C#Cc1ncc(C(F)(F)F)cc1Cl	-2	-24	-6	-6	0	19	-2	-3	-3	3	-3
CN(C)CCCNc1nc2cc(-c3ccccc3CO)sc2c(=O)n1C	-20	21	1	6	-10	-15	-1	.	3	-2	11
Cc1cc(Cl)c(S(=O)(=O)Nc2ccc3c(c2)OCCO3)cc1OCC(=O)NC1CCCCC1	59*	56*	7	17	-11	18	-4	-8	-11	14	0
CN(C)S(=O)(=O)c1ccc(NC(=O)CN2C(=O)NC3(CCCC3)C2=O)cc1	1	1	10	-3	15	7	-16	-7	-1	4	8
CN(C)CC/C=C1\c2ccccc2CSc2ccccc21	-1	25	-20	2	-1	-9	-7	8	9	15	2
COc1ccc(C)cc1NC(=O)CN1CCN(S(=O)(=O)c2ccc3ccccc3c2)CC1	13	-12	12	8	1	7	5	1	-4	1	9
COC(=O)c1cc(NC(=O)C2C3C=CC(C3)C2C(=O)O)cc(C(=O)OC)c1 (stereo unspecified)	-5	-25	-29	8	3	0	-2	-2	3	-7	0
CCOC(=O)N1CCN(C(=O)CSc2nnc(-c3ccc(C)c(C)c3)o2)CC1	-1	-23	13	-16	-13	-9	-5	-4	1	-47	0
O=C(Nc1nnc([C@H]2C[C@H](O)[C@@H](CO)O2)s1)c1cccc(C(F)(F)F)c1	-1	5	-17	-14	-24	-5	1	.	6	-5	0
CCOC(=O)c1nc(N/N=C/c2ccccc2)sc1Br	-29	7	-1	9	-13	-27	4	-7	-8	-2	-6
O=C(NCc1ccc2c(c1)OCO2)c1ccc(N2CCCC2=O)cc1	7	1	-14	8	-5	8	5	-2	4	-3	0
O=C(CCN1C(=O)C2C3CCC(C3)C2C1=O)OCC(=O)c1ccc(Cl)cc1 (stereo unspecified)	-19	3	-15	11	-2	-10	-5	1	-1	-6	1
COc1ccc(CCN(C)CCC(=O)Nc2cc(C)ccc2C)cc1OC	9	-10	14	6	20	5	-8	-1	9	8	4
COc1ccc(C2(C)NC(=O)N(CC(=O)N(c3ccccc3)C3CCS(=O)(=O)C3)C2=O)cc1 (stereo unspecified)	12	-1	19	0	-5	-36	-11	-2	5	-13	8
COc1ccc(CCNC(=O)CSc2nnc(CNc3ccc(Cl)cc3)o2)cc1OC	-1	-7	42	-1	6	-29	4	-4	-1	6	-4
C[C@H](NC(=O)c1ccco1)C(=O)N1CCN(c2ccc(C(F)(F)F)cn2)CC1	6	7	-8	-7	9	-35	0	-14	-5	4	5
CN(C(=O)COC(=O)c1cc(=O)[nH]c2ccccc12)c1ccccc1	-27	-10	-19	-15	11	-11	-1	1	11	-6	-13
C[C@H](O)[C@@H](C(=O)N1CCN(C(=O)OC(C)(C)C)CC1)n1cc(CCCCNC(=O)OC(C)(C)C)nn1	4	-12	9	-1	2	-17	-5	-9	4	1	1
O=C(c1cc(-c2cccc(O)c2)on1)N1CCN(C(c2ccccc2)c2ccccc2)CC1	30	36	9	26	-4	-9	-10	2	-4	-1	7
CS(=O)(=O)Nc1ccc(C(=O)Nc2ccc(S(=O)(=O)N3CCCC3)cc2)cc1	10	10	-8	-5	18	6	4	1	0	-4	-2
Cc1ccccc1NC(=O)CSc1nn2c(=O)c(C)nnc2s1	23	3	-1	10	-3	0	2	-4	-1	-15	2
Cc1ccc(Cn2nnc3c(=O)[nH]c(C4CCN(S(=O)(=O)c5cc(C)ccc5C)CC4)nc32)cc1	19	-4	4	-1	-6	10	-5	-2	-3	1	-2
O=C1OC(c2ccco2)=N/C1=C\c1ccc(-c2cccc(C(F)(F)F)c2)o1	24	-28	3	-5	2	-11	-3	-4	0	-4	1
Cc1ccc(S(=O)(=O)NCC23C=CC(O2)C2C(=O)N(c4ccccc4)C(=O)C23)cc1 (stereo unspecified)	-2	9	-5	-3	-6	-36	-3	-1	15	10	43
COCCNC(=O)C(c1ccccc1)N(C(=O)Cn1nnc2ccccc21)c1cccnc1 (stereo unspecified)	-10	-20	1	-10	-1	-13	3	6	0	7	-1
CCOCCOC(=O)c1[nH]c2c(c1C)C(=O)CC(c1ccccc1)C2 (stereo unspecified)	15	-11	26	-64	19	7	19	6	12	11	24
COc1ccc(-c2nnc3c4ccccc4c(C)nn23)cc1	-55	-29	-48	-52	-62	-41	4	-5	-1	-118	1
CC1(C)CC(=O)C=C(c2ccc(Oc3ccccc3)cc2)C1	-46	-22	13	-2	-50	-40	2	-4	-10	-59	-3
Cn1cc(CN2CCN(c3cnccn3)CC2)c(-c2cccc(Cl)c2)n1	9	7	-9	3	21	6	7	-6	-1	-17	-4
CCCCN(C(=O)COc1ccc(C)cc1OC)c1c(N)n(CCC)c(=O)[nH]c1=O	5	8	-8	10	18	-5	-4	3	1	-6	-2
COc1ccc(OC)c(/C=N/NC(=O)CCc2ccc(O)c(O)c2)c1	5	13	-2	-5	-9	7	1	8	3	-14	-2
CCC(=O)Nc1cc2c(cc1C(C)=O)OCCO2	.	40	11	5	-11	-14	-11	-25	3	0	2
O=C(Nc1ccc(S(=O)(=O)N2CCc3ccccc32)cc1)c1ccco1	12	28	14	5	2	7	-13	-7	-8	9	3
Cc1ccn(C)c(=N)c1	10	5	4	1	0	-11	2	-15	-7	-29	6
O=C(/C=C\c1ccc2c(c1)OCO2)NC1(C(=O)Nc2ccc3c(c2)OCCO3)CCCCC1	-4	-35	-3	2	-10	-1	-4	-8	-2	-11	-3
CC(C)(C)C(=O)NC(=S)N1CCOCC1	22	16	4	9	1	13	0	2	-1	14	3
Cc1ncc(CC(=O)n2cc(C(=O)c3cc(Cl)ccc3O)cn2)s1	12	20	-36	6	22	31	0	-3	3	8	2
Cc1cc(NC(=O)COC(=O)[C@@H](NS(=O)(=O)c2ccc(Br)cc2)C(C)C)no1	7	-2	3	4	5	9	2	-4	-7	13	1
COc1cccc(NC(=O)CN2CCN(c3ccccc3F)CC2)c1	-12	5	-4	5	1	5	4	-2	-8	-6	-9
CCOc1ccccc1N(CC(=O)Nc1cccc2ccccc12)S(C)(=O)=O	2	-12	13	-10	0	-31	-9	4	-8	-12	7
C=CCOC(=O)N1CCN(c2cccc(C(F)(F)F)c2)CC1	-22	8	16	-8	1	-7	-9	-1	-1	-5	-1
COc1ccc(-c2csc(N(CCCN(C)C)C(=O)c3cccs3)n2)cc1	3	11	-12	-15	-2	-4	0	-7	10	-41	0
Cn1c(N)c(C(=O)COC(=O)CCCc2nc3ccccc3s2)c(=O)n(C)c1=O	-3	12	-25	0	-3	29	-4	2	1	-5	-2
CCc1cccc(NC(=O)C2CCN(S(=O)(=O)c3cccs3)CC2)c1	11	8	1	14	-20	-10	-13	-17	-12	-13	2
O=C(Nc1ccccc1)NC(Cc1ccc(O)cc1)C(=O)O (stereo unspecified)	-5	-2	12	17	9	-7	-5	-1	3	9	-2
O=C1NC[C@H](CCCCN2CCN(CCC3CCCCC3)C(=O)C2=O)N(CCC2CCCCC2)C1=O	9	-6	8	11	.	-2	-3	.	1	.	8
COc1ccc(OC)c(N(CC(=O)Nc2ccccc2)S(C)(=O)=O)c1	-14	40	-15	-21	21	-4	-5	-6	4	-17	2
CCOc1ccc2nc(COC(=O)c3ccco3)c(C(C)=O)[n+]([O-])c2c1	6	7	10	11	7	-1	-5	-5	10	-17	2
CC(C)C(NC(=O)c1ccccc1)C(=O)OCC(=O)N1CCN(c2ccccc2)CC1 (stereo unspecified)	3	6	24	-9	-17	7	3	-3	5	-13	-3
COc1ccc(C(CC(=O)O)NC(=O)c2ccccc2)cc1OC (stereo unspecified)	18	-1	-5	3	11	-1	1	14	3	2	-3
CCCS(=O)(=O)N1CCN(c2cc3c(cc2[N+](=O)[O-])n(C)c(=O)n3C)CC1	10	14	-3	4	-9	-28	-13	-5	3	4	9
CC(=O)Nc1ccc(Oc2nc(C)cc(C)n2)cc1	10	-26	6	-3	-2	-1	-7	-5	1	-7	-1
COc1cc(/C=C/C(=O)OCC(=O)NC(=O)NC(C)(C)C)ccc1OCC#N	3	6	4	-4	-16	-8	-18	-5	-2	10	-4
COc1cc(N=CC2=C(O)c3ccccc3C2=O)cc(OC)c1	-80	-25	-44	-5	-39	-17	-5	13	8	-37	-2
CCCc1nc2ccc(C)cn2c1Cc1ccccc1	28	-11	-14	-13	-3	-31	-17	.	5	-9	-2
CN(CC(=O)N1CCc2ccccc21)S(=O)(=O)c1cccc2cccnc12	8	7	-7	7	-4	-6	2	-2	-1	6	5
CC(=O)Oc1ccc(C(=O)OCC(=O)c2c(N)n(C)c(=O)n(C)c2=O)cc1OC(C)=O	-3	-22	13	3	7	2	5	3	-4	-9	2
Cc1ccc(C)c(NC(=O)COC(=O)CCC(=O)c2cccs2)c1	-1	-3	-3	9	26	-12	0	-1	-2	8	-3

Other entries
Molecule	TROY signal inh	TWEAK-Fn14 inh	LRH-1 inv ag	NR2F2 inh	SRC3 inh	SRC2 inh	NOD2 RIPK2 PPI	TLR9-MyD88 inh	ABHD5-PLIN5 inh	NCOA1 inh	Exocytosis inh
COc1ccc2[nH]c3c(=O)n(Cc4ccc(C(=O)NCC5CCCO5)cc4)c(=S)[nH]c3c2c1 (stereo unspecified)	-16	-40	-3	6	-15	-12	6	4	0	-42	-3
CC(=O)Nc1ccc(NS(=O)(=O)c2ccc3ccccc3c2)cc1	-13	-4	6	0	18	9	-9	0	12	13	-1
O=C(O)c1cc([N+](=O)[O-])ccc1Nc1ccccc1	20	0	7	-2	18	-10	11	5	6	-7	-3
CCOC(=O)[C@]12CCC=C1N(Cc1ccc(Cl)cc1Cl)C(=O)[C@H](CC(=O)NCCCN1CCCC1=O)C2	-11	7	7	3	.	-19	-2	.	1	.	2
O=C(NCc1ccco1)c1ccc(Cn2c(=O)c3sccc3n(Cc3cccc(F)c3)c2=O)cc1	10	13	4	-13	6	-15	-9	-4	-2	1	-4
Cc1ccc(C)c(CSc2nnc(C)c(=O)n2N)c1	14	-1	3	-12	0	-24	15	-3	1	-16	0
O=C(Oc1ccc(-c2csnn2)cc1)C1CC1	-19	-8	-4	-10	27	3	-12	-11	12	-14	-4
COc1ccc(S(=O)(=O)NCC(c2cccnc2)N2CCN(c3ccccc3)CC2)cc1C (stereo unspecified)	-14	29	22	10	14	-2	5	0	6	-4	39
CC(=O)c1ccc(Oc2cc(C)nc(N3CCOCC3)n2)cc1	-25	-30	-2	-8	-18	-24	7	5	-5	-21	-1

An excerpt; the hit share may differ from the screen's.
